Epigenetic reg – Quantitative High-Throughput Screen for Regulators of Epigenetic Control | 0.2% of 280,000 active | Potency, µM (doses to about 53.9 µM), for inactives: top-dose GFP activation, hits mostly activators | murine LDR cells, GFP reporter derepression, 30 h; note: % of control where 0% means no effect; nearly all actives have a fitted effect of over 60% in size
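Derepression of a silenced CMV-GFP reporter in murine LDR cells is scored by enumerating GFP-positive cells with a laser-scanning microplate cytometer after 30 hours of treatment at 37 C.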
GAA glycogen – qHTS Assay for Inhibitors and Activators of Human alpha-Glucosidase Cleavage of Glycogen; recombinant GAA, glycogen substrate, Amplex Red glucose oxidase fluorescence; Potency, µM (top dose mostly 76.4 µM), without a hit: at the top dose activity change, negative = inhibition, hits mostly inhibitors; 0.38% of 300,000 active;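 note: 0% = full enzyme reaction and -100% = no-enzyme basal signal; the screen sought inhibitors and activators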
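Natural-substrate format: glycogen cleavage by 4 nM human enzyme, glucose read by Amplex Red coupling (Ex 573, Em 610 nm). Normalized to enzyme and no-enzyme controls.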
Tau fluor counter – Counterscreen qHTS for Inhibitors of Tau Fibril Formation, Fluorescence Polarization; tau K18 P301L Alexa594 fluorescence, heparin fibrillization; Potency, µM (highest dose often 57.7 µM), inactives show at the highest dose activity change, negative = decrease; 0.93% of 280,000 active; AID 1463, 2008; note: % is set by controls: 0 for no effect and ±100 for the full control effect; nearly all actives have a fitted effect of over 55% in size
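Human tau K18 P301L (15 uM unlabeled, 0.24 uM Alexa 594-labeled) in 100 mM sodium acetate pH 7 with 20 uM heparin, 6 hr at 37 C. ThT 30 uM added, 1 hr ambient; Alexa 594 FP and total fluorescence read at 555/632 nm.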
Active calls of the source: *; ? = inconclusive; & = joins results of further samples; [ ] = another dose, or the depositor's remark. Calls come from the whole dose curve; as a rule, active = well fitted curve in the direction sought with a large enough effect; inconclusive = small, poorly fitted or top-dose-only effect, or another doubt; inactive = no such curve, though single readings can be large; an effect the other way counts as inactive or inconclusive. Potency is the fitted concentration of half-maximal effect.

| smiles | Epigenetic reg | GAA glycogen | Tau fluor counter |
| --- | --- | --- | --- |
| COc1ccc(C(C)C)cc1S(=O)(=O)NCCc1c(C)[nH]c2ccc(C)cc12 | -1.1% | -18%[76.3 µM] | 10µM*[quencher] |
| O=S(=O)(c1ccc(Cl)cc1)c1nnn2c1nc(NCc1ccc3c(c1)OCO3)c1sccc12 | 1.0% | -10%[76.3 µM] | -14% |
| COc1ccc(-c2cn3c(n2)sc2cc(C(=O)Nc4ccccc4F)ccc23)cc1 | 0.8% | 13%[76.3 µM] | -9% |
| Cc1cc2nn(-c3ccc(F)cc3)nc2cc1NC(=O)c1ccc(OC(C)C)cc1 | 0.0% | 11%[76.3 µM] | -17% |
| Cc1ccc(-n2c(=O)c3c(C)c(C)sc3n(Cc3ccc(F)cc3Cl)c2=O)cc1C | 3.7% | 11%[76.3 µM] | -8% |
| CCCN(CCC)CCNC(=O)C1CCCN(S(=O)(=O)c2cccc3nsnc23)C1 (centres undefined) | 3.8% | 10%[76.3 µM] | -8% |
| COc1cc(OC)c(C(=O)NCc2nc(-c3ccccc3)no2)cc1OC | 0.8% | 10%[76.3 µM] | -13% |
| COc1cc(NC(=O)N2CCSc3ccccc32)cc(OC)c1OC | 1.1% | 2%[76.3 µM] | -10% |
| Cc1ccc(C(=O)c2oc3ccccc3c2NC(=O)C(C)Oc2ccccc2Cl)cc1 (centres undefined) | 0.1% | 8%[76.3 µM] | -29% |
| Cn1c(=O)n(C)c2cc(NS(=O)(=O)c3ccc(Cl)cc3)c(NCc3ccccc3)cc21 | 4.1% | ? | ? |
| COc1ccc2c(c1)-c1nc(NC(=O)c3cccc(Br)c3)sc1CC2 | 3.8% | 6%[76.3 µM] | ? |
| CCN1CCC(N(Cc2ccc(F)cc2)C(=O)Nc2cccc(C(F)(F)F)c2)CC1 | -1.2% | -10%[76.3 µM] | -9% |
| CCn1cc(C(=O)OCC(=O)Nc2ccc(F)cc2F)c(=O)c2ccc(C)nc21 | -2.8% | -7%[76.3 µM] | ? |
| O=C(c1ccc(Cl)cc1)N1CCCCC1CCN1CCOCC1 (centres undefined) | -0.5% | -7%[76.3 µM] | 7% |
| CC(C)c1ccc(CN(Cc2ccco2)c2cnc(S(C)(=O)=O)nc2C(=O)Nc2ccc(F)cc2)cc1 | 0.8% | -12%[76.3 µM] | -4% |
| CCOCCCn1c(SCC(=O)Nc2cc(C)ccc2C)nc2c(oc3ccccc32)c1=O | 7.6% | -8%[76.3 µM] | -3% |
| Cc1ccccc1NC(=O)C1CCN(S(=O)(=O)c2cccc3nonc23)CC1 | 1.8% | ? | -2% |
| O=c1[nH]c(SCc2c(F)cccc2Cl)nc2c1CCCC2 | -1.5% | 19%[76.3 µM] | -8% |
| COc1ccccc1N(CC(=O)NCCSCc1ccccc1)S(C)(=O)=O | 0.9% | 0% | -9% |
| COc1ccc(C(=O)Nc2ccc(OCc3cc(=O)n4ccsc4n3)cc2)cc1OC | 0.0% | 7%[76.3 µM] | -13% |
| Cc1ccc2cccc(NC(=O)c3ccc(-c4ccc(Br)cc4)o3)c2n1 | 3.2% | 2%[76.3 µM] | -12% |
| Cc1c(NC(=O)c2ccc(-c3ccc(F)cc3)o2)cccc1-c1nc2ncccc2o1 | 5.6% | -3%[76.3 µM] | -8% |
| Cc1nn(C(C)C(=O)NC2CCC(C)CC2)c(=O)c2cc3sccc3n12 (centres undefined) | 0.8% | -3%[76.3 µM] | -12% |
| Cc1ccc(CNC(=O)CN(c2cc(C)cc(C)c2)S(=O)(=O)c2c(C)[nH]c(=O)[nH]c2=O)cc1 | -1.1% | -13%[76.3 µM] | -8% |
| COc1ccc(-c2nc3c(C#N)c[nH]n3c2NC2CCCCC2)cc1 | -1.3% | 15%[76.3 µM] | 6% |
| CCc1nn(C(C)C(=O)N2CCN(c3ccccc3)CC2)c(=O)c2cc3occc3n12 (centres undefined) | -3.0% | 8%[76.3 µM] | -5% |
| Cc1cccc(OC(=O)CSc2nnc(-c3cccs3)o2)c1C | -0.9% | 16%[76.3 µM] | 1% |
| CCn1cc(C(=O)NCCc2ccc(OC)c(OC)c2)c(=O)c2cc(S(=O)(=O)N3CCC(C)CC3)ccc21 | -2.0% | 5%[76.3 µM] | -21% |
| Cc1cccc(NC(=O)CSc2nc3ccc(NC(=O)COc4ccccc4F)cc3s2)c1 | 0.8% | -2%[76.3 µM] | ? |
| O=C(c1ccccc1)n1nc(-c2ccc(Cl)cc2)nc1NCc1ccco1 | 1.9% | 11%[76.3 µM] | -22% |
| CCOC(=O)COc1ccc(CC)cc1C(=O)c1ccn2nc(-c3ccc(C)cc3)cc2n1 | 2.2% | -6%[76.3 µM] | -12% |
| O=C(NCCc1ccccc1)c1ccc2c(c1)N(Cc1ccc(F)cc1)C(=O)c1ccccc1S2(=O)=O | 0.0% | -7%[76.3 µM] | -27% |
| CCc1ccccc1NS(=O)(=O)c1ccc(OC)c2ncccc12 | 6.4% | -9%[76.3 µM] | -5% |
| CCOC(=O)c1ccc(NC(=O)C2=C(C)C(=O)OC23CCN(C(C)=O)CC3)cc1 | -1.2% | 12%[76.3 µM] | 2% |
| CC1=C(C(=O)OC2CCCCCC2)C(c2c(Cl)cccc2Cl)CC(=O)N1 (centres undefined) | 4.1% | -16%[76.3 µM] | -12% |
| CCc1nn(CC(=O)NC(C)CC)c(=O)c2cc3c(OC)cccc3n12 (centres undefined) | 1.4% | 0%[76.3 µM] | -8% |
| COCCCNc1nc2cc(OC)c(OC)cc2c2nc(-c3ccccc3)nn12 | 0.0% | 2% | -22% |
| O=C(CSc1nnc(-c2cccs2)o1)Oc1ccccc1Cl | -2.7% | -8%[76.3 µM] | 10% |
| Cc1ccc(C)c(N2CCN(CCCNC(=O)c3nnc(Cc4ccc(F)cc4Cl)o3)CC2)c1 | 5.9% | 2%[76.3 µM] | -20% |
| CCc1ccc(CNC(=O)c2nn(-c3ccc(C)cc3)c(=O)c3c2c2ccccc2n3C)cc1 | -3.3% | -7%[76.3 µM] | -3% |
| Cc1ccc2c(c1)cc1c(=O)n(CC(=O)N3CCCCC3)nc(C)n12 | 2.2% | 12%[76.3 µM] | -8% |
| CCCN(Cc1cccs1)C(=O)Nc1ccccc1C | -4.4% | -13%[76.3 µM] | -17% |
| COc1ccc(NC(=O)c2cc(S(=O)(=O)N3CCCCC3)c[nH]2)cc1Cl | ? | 19%&21%[76.3 µM] | -14% |
| CCOC(=O)C1CCCN(C(=O)Cn2ncc3c4ccccc4n(Cc4ccc(F)cc4)c3c2=O)C1 (centres undefined) | -11% | -15%[76.3 µM] | -6% |
| COc1ccc(C(=O)Nc2nc3n(n2)C(c2ccc(F)cc2)C=C(c2ccc(Cl)cc2)N3)cc1 (centres undefined) | -4.2% | -9%[76.3 µM] | -13% |
| COc1ccc(C(=O)N(Cc2ccc(C(C)C)cc2)C2CCS(=O)(=O)C2)cc1 (centres undefined) | -0.6% | -11%[76.3 µM] | -8% |
| COc1cc(OC)c(NC(=O)c2ccc3c(c2)N(Cc2ccc(C)cc2)CCS3)cc1Cl | 1.2% | 9%[76.3 µM] | ? |
| COc1ccc(CNC(=O)C2CCN(c3nnc(-n4cccc4CNc4ccc(C)cc4)s3)CC2)c(OC)c1 | 1.4% | -14%[76.3 µM] | -25% |
| COc1ccc(NC(=O)Cn2c(=O)oc3cc(S(=O)(=O)N4CCCC4)ccc32)cc1OC | -3.8% | 11%[76.3 µM] | -4% |
| COC(=O)c1ccccc1NC(=O)CSc1nnc2cc(C)c3cc(C)cc(C)c3n12 | -1.6% | 16%[76.3 µM] | 7% |
| O=C(Nc1ccc(Br)cc1)C1CCN(S(=O)(=O)c2cccc3nsnc23)CC1 | 3.6% | -14%[76.3 µM] | -15% |
| COc1cc(OC)c(NC(=O)C2=C(C)C(=O)OC23CCCCC3)cc1Cl | -1.1% | -8%[76.3 µM] | -13% |
| CSc1ccc(CCNC(=O)CCc2c(C)nc3c4cccnc4nn3c2C)cc1 | 1.1% | -8%[76.3 µM] | 0% |
| COc1ccc(C(=O)N2CCCCC2CCN2CCCCC2)cc1 (centres undefined) | 1.9% | 1%[76.3 µM] | 3% |
| O=C(NCc1noc2ccccc12)N1CCN(c2ccccc2)CC1 | -0.4% | -9%[76.3 µM] | 0% |
| COc1ccc(-c2cc(C(F)(F)F)n3nc(C(=O)O)c(Cl)c3n2)cc1OC | -0.8% | 2%[76.3 µM] | 5% |
| CC(C)c1ccc(NS(=O)(=O)c2ccc3[nH]cc(C(=O)NC4CCCCC4)c(=O)c3c2)cc1 | 1.6% | -20%[76.3 µM] | ? |
| COc1cccc(NC(=O)Cn2c(=O)n(Cc3ccco3)c(=O)c3cc(OC)c(OC)cc32)c1 | ? | -5%[76.3 µM] | ? |
| Cc1ccc(NC(=O)c2cc3c(-c4ccccc4)nn(-c4ccccc4)c3s2)cc1 | 1.0% | 11%[76.3 µM] | ? |
| Cc1cccc(Cn2c(SCc3ccc(C(=O)NCc4ccccc4F)cc3)nc3ccncc32)c1 | 0.0% | -10%[76.3 µM] | -20% |

Next section:
| smiles | Epigenetic reg | GAA glycogen | Tau fluor counter |
| --- | --- | --- | --- |
| O=C(Cn1cc(C(=O)C(F)(F)F)c2ccccc21)N1CCCCCC1 | -0.7% | -4%[76.3 µM] | -8% |
| Cc1cc(C)c2c(CC(=O)N(Cc3ccc(Cl)cc3)Cc3ccco3)coc2c1 | -1.9% | -16%[76.3 µM] | -11% |
| Cc1ccccc1C(=O)N1CCC(c2nc3ccccc3s2)CC1 | -1.6% | -7%[76.3 µM] | -1% |
| COc1ccc(NC(=O)c2sc3nc(-c4cc5ccc(OC)cc5oc4=O)[nH]c(=O)c3c2C)cc1 | 0.0% | -1%[76.3 µM] | 5% |
| COc1ccc(NC(=O)c2ccc3[nH]c(C)cc(=O)c3c2)cc1 | -0.9% | 0%[76.3 µM] | 1% |
| Cc1ccc(C)c(N2CCN(C(=O)c3nn(C)c4c3CS(=O)(=O)c3ccccc3-4)CC2)c1 | 0.0% | 9%[76.3 µM] | -2% |
| COc1ccc(C2CC(=O)N(CC(=O)Nc3ccc(C(F)(F)F)cc3)c3ccccc3S2)cc1 (centres undefined) | 0.8% | -7%[76.3 µM] | -20% |
| Cc1ccc(NC(=O)CSc2nnc3nc(C)cc(C)n23)cc1 | 1.0% | 15%[76.3 µM] | -12% |
| CCC(Cc1ccccc1)NC(=O)Cn1nc(C)n2c(cc3occc32)c1=O (centres undefined) | 2.6% | -9%[76.3 µM] | -7% |
| CCc1ccc(CN(Cc2cn[nH]c2-c2ccc(OC)cc2)C(=O)Nc2ccc(Br)cc2)cc1 | -3.5% | -10%[76.3 µM] | -16% |
| COc1ccc(OC)c(CCNC(=O)c2cc3c(s2)-c2c(C)cccc2OC3)c1 | 0.8% | 7%[76.3 µM] | -23% |
| COc1cccc(N2CCN(C(=O)C3CCC(CNS(=O)(=O)c4ccc(Br)s4)CC3)CC2)c1 (centres undefined) | 1.1% | 15%[76.3 µM] | -4% |

An excerpt from above in order of SMILES length, lowest first:
| smiles | Epigenetic reg | GAA glycogen | Tau fluor counter |
| --- | --- | --- | --- |
| Cc1ccc(NC(=O)CSc2nnc3nc(C)cc(C)n23)cc1 | 1.0% | 15%[76.3 µM] | -12% |
| Cc1cc(C)c2c(CC(=O)N(Cc3ccc(Cl)cc3)Cc3ccco3)coc2c1 | -1.9% | -16%[76.3 µM] | -11% |
| COc1ccc(NC(=O)c2sc3nc(-c4cc5ccc(OC)cc5oc4=O)[nH]c(=O)c3c2C)cc1 | 0.0% | -1%[76.3 µM] | 5% |

Single records, from the list above. Order of values: Epigenetic reg, GAA glycogen, Tau fluor counter
Profile of Cc1ccc(C)c(N2CCN(C(=O)c3nn(C)c4c3CS(=O)(=O)c3ccccc3-4)CC2)c1 : 0.0%, 9%[76.3 µM], -2%
Profile of CCC(Cc1ccccc1)NC(=O)Cn1nc(C)n2c(cc3occc32)c1=O (centres undefined) : 2.6%, -9%[76.3 µM], -7%

More entries:
| smiles | Epigenetic reg | GAA glycogen | Tau fluor counter |
| --- | --- | --- | --- |
| Cc1ccc(CNC(=O)CCCc2nnc3n(C)c(=O)c4sccc4n23)cc1 | 1.3% | -7%[76.3 µM] | -5% |
| COc1ccc(-n2ncc3c2ncn2nc(COc4ccc(Cl)cc4)nc32)cc1 | -1.9% | -2%[76.3 µM] | 0% |
| O=C(NCc1cccs1)c1ccc(Cn2c(SCc3ccc(F)cc3)nc3cccnc32)cc1 | -1.2% | -10%[76.3 µM] | -24% |
| Cc1ccc(C2CC(=O)n3nc(-c4ccc(F)cc4)nc3S2)cc1 (centres undefined) | -0.3% | 14%[76.3 µM] | -6% |
| Cc1ccc(N2C(=O)[C@@H]3CSC(c4ccc(Cl)cc4)N3C2=O)cc1 (some centres undefined) | 1.8% | -2%[76.3 µM] | -17% |

An excerpt. The share of hits here may be higher or lower than overall.
